# Source: PubChem BioAssay (Broad Institute)
# XiGFP reactiv = X-chromosome reactivation activator; XiGFP mouse fibroblasts, % GFP-positive cells imaging, 3 d; cells co-treated with 5-aza-dC sensitizer; scaled so ellipticine positive control = 100%; activation, % at 7.58 µM; 360,000 tested, 0.055% active;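 active = mean normalized replicate activation at least 10% and every replicate at or above 10%; inconclusive = only one of the two criteria met; inactive = mean below 10% and not all replicates reach 10%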;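 also: 0% = median of on-plate neutral control wells and 100% = ellipticine 6 µM median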
#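 material = 68-5-11 XiGFP fibroblast line | medium = DMEM plus 5-aza-dC sensitizer | schedule = 3 days compound exposure | benchmarks = positive control ellipticine, 6 µM final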
# esBAF inh = SWI/SNF esBAF complex inhibition; AID 602393; 350,000 tested, 2% active; reporter increase, % at 12.5 µM; mouse ES cells, Bmi1-luciferase knock-in reporter, 24 h; 100% = twice the neutral-well signal; in the data active = activation above about 40%; inconclusive = no clear call, values can overlap the other calls;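 also: 0% = median of the plate's neutral control wells and 100% = double that signal; a rise in the Bmi1 reporter signal indicates esBAF inhibition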
# RAD52 inh = inhibitors of human RAD52 DNA annealing. P43351. 360,000 tested, 0.46% active. inhibition, % at 18.7 µM. recombinant RAD52 DNA annealing, FRET fluorescence;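 active = every replicate showing at least 50% inhibition; inconclusive = mean inhibition at least 50% but not in every replicate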
# ERAP1 inh = ERAP1 (human) enzyme inhibition; Q9NZ08; inhibition, % at 10.7 µM; AID 652197; 340,000 tested, 0.15% active; recombinant ERAP1, Leu-AMC fluorescence, 60 min;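 active = mean replicate inhibition of at least 30%, or all replicates individually reaching that 30% level; inactive = mean below 30% and not every replicate reaching it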;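 also: 0% = neutral control wells and 100% = L-leucinethiol positive control wells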
# S100A4 inh HTS = S100A4-myosin IIA interaction inhibition; 360,000 tested, 0.14% active; inhibition, % at 10.7 µM; S100A4/TAMRA-MyoIIA peptide fluorescence polarization; AID 652163; P26447;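 active = mean inhibition of at least 70% across replicates, with every replicate also reaching that level; inconclusive = mean inhibition reaches 70% but some replicates fall short; inactive = mean inhibition below 70%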
#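 Compound dosing: one dose per compound; test system: human S100A4 monomer with TAMRA-labelled myosin IIA peptide; probe or stimulus: TAMRA-labelled myosin IIA heavy-chain peptide probe, 5 nM; medium: HEPES buffer with Ca2+, pH 7.2; schedule: 5 min incubation before reading; benchmarks: neutral control DMSO, positive control TFP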
# E-sel inducer = induces E-selectin expression in human endothelial cells | P16581 | activation, % at 7.58 µM | HUVEC E-selectin immunofluorescence imaging; normalized: neutral wells 0, TNF-alpha wells 100 | 260,000 tested, 0.37% active | AID 686992;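 active = mean E-selectin-positive cell signal at least 10% of the positive control, reached in at least 60% of replicates, without over 20% cell loss; inconclusive = no rule given, readout overlaps actives, possibly toxicity-flagged; inactive = the rest, including those meeting only one limit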;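 also: in these data hits start at about 27%; measured in HUVEC primary endothelial cells; signal is the percent of cells scored E-selectin positive by PE staining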
# Target sequence (P16581 whole entry, looked up): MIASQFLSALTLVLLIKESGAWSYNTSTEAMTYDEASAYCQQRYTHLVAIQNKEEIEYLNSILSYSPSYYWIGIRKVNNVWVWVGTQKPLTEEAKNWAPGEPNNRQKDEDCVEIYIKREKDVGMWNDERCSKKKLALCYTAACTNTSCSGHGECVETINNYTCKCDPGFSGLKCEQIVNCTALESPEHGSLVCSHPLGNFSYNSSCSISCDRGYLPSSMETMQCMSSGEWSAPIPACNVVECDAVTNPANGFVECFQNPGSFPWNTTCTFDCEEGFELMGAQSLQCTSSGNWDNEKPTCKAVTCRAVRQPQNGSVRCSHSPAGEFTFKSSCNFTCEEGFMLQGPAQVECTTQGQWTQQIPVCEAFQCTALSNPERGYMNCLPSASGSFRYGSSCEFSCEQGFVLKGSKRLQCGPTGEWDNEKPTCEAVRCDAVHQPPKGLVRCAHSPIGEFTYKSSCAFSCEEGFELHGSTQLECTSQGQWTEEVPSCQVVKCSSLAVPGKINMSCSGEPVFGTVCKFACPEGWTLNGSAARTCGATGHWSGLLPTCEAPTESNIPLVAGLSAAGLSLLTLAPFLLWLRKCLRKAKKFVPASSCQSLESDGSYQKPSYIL
#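 System: HUVEC / Compound: single concentration / Signal: immunofluorescence imaging / Read-out: percent E-selectin-positive cells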
# RAD54 inh = inhibitors of human RAD54 branch migration; RAD54 Holliday junction branch migration, FAM/BHQ fluorescence; inhibition, % at 10.4 µM; 360,000 tested, 0.14% active; AID 602329;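 active = mean normalized replicate activity at least 40 and at least half of replicates scoring 40 or more; inconclusive = only one of the two criteria met; inactive = mean below 40 and under half of replicates reaching 40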;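 also: 0% = median of neutral control wells and 100% = median of positive control wells; inhibitors cause a drop in the FAM fluorescence signal; in these data hits start at about 50%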
# ERp5 block = ERp5 (human) disulfide isomerase inhibition; inhibition, % at 9.99 µM; 350,000 tested, 0.05% active; Q15084; ERp5 insulin aggregation, absorbance 650 nm, 90 min; AID 651711;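 active = mean replicate inhibition above about 25%, with every replicate also reaching it, limit read from the data, passing the limit was not always enough; inconclusive = only one of those two criteria met; inactive = neither criterion met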
# Target sequence (Q15084 whole entry, looked up): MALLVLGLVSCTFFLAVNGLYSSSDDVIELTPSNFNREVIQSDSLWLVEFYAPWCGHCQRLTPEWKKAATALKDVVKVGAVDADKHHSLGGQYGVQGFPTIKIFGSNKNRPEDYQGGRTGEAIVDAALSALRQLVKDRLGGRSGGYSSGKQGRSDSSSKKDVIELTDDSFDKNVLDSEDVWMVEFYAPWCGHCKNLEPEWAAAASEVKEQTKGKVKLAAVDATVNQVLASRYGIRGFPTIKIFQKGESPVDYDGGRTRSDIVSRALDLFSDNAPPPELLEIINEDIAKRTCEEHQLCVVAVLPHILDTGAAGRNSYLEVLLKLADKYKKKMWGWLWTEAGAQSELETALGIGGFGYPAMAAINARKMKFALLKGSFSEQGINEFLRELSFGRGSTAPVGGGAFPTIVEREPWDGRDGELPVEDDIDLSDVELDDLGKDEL
# The depositor's hits bear a star; ? = inconclusive; . = no result given.
# Values run as follows: esBAF inh	XiGFP reactiv	RAD52 inh	E-sel inducer	ERAP1 inh	ERp5 block	S100A4 inh HTS	RAD54 inh
C[C@H](CO)N1C[C@H](C)[C@H](CN(C)S(=O)(=O)c2cccs2)OCc2ccccc2-c2ccccc2C1=O
 : 6	0.4	10	0.2	3	2	10	5
CC(C)c1nnc(SCC(=O)N2CCc3ccccc32)n1N
 : .	-0.1	-5	2.1	2	3	20	.
N#CCC(=O)N/N=C/c1ccccc1Cl
 : .	0.0	-4	-0.1	0	4	-1	.
COC(=O)c1ccc2nc(-c3cccc(Cl)c3)c(Cc3ccsc3)n2c1
 : 55*	0.0	-16	0.8	-2	5	-4	-10
C[C@H]1CN([C@@H](C)CO)S(=O)(=O)c2ccc(C#Cc3ccccc3F)cc2O[C@H]1CN(C)CC1CCOCC1
 : 0	-0.1	-13	.	-2	-3	4	6
CC(=O)Nc1nc2ccccc2[nH]1
 : .	-0.1	1	-0.1	-2	2	-6	-16
COc1ccc(-c2oc3ccc(N4CCOCC4)cc3c2C#CC2(O)CCCCC2)cc1
 : 26	0.1	-31	0.4	2	9	2	6
COc1cc2c(cc1OC)CN(C(=S)Nc1ccccc1Cl)CC2
 : .	0.0	-31	.	1	-2	2	.
Cc1cc(C(=O)NP(=O)(N2CCOCC2)N2CCOCC2)c(C)n1-c1ccc(Br)cc1
 : .	0.5	-10	.	-5	1	3	.
COc1cccc(-c2ccc3c(c2)O[C@@H](CN(C)C(=O)C2CC2)[C@H](C)CN([C@H](C)CO)S3(=O)=O)c1
 : .	-0.4	0	0.1	-2	-8	22	-1
CC(C)OCCCNC(=O)Nc1cccc2ccccc12
 : .	0.0	0	0.1	-3	0	-3	.
Cc1cccc(S(=O)(=O)N(C)C[C@H]2OCc3cnnn3CCCC(=O)N([C@@H](C)CO)C[C@@H]2C)c1
 : 1	-0.2	-4	1.2	-1	-6	-3	14
Cc1cccc(/N=C/c2ccccn2)n1
 : .	0.2	-8	.	1	-2	-4	.
CCCCOc1ccc(C(=O)Oc2cc(C)[nH]c(=O)c2[N+](=O)[O-])cc1
 : -3	0.1	-5	.	-5	3	-2	-2
N#C[C@H]1[C@@H](c2ccccc2-c2ccccc2)[C@@H](CO)N1C(=O)Cc1ccccc1
 : .	0.0	-1	0.0	2	6	25	.
O=C(N/C(=C/c1cccc([N+](=O)[O-])c1)C(=O)N1CCCCCC1)c1cccs1
 : .	0.5	-13	0.9	-1	4	-3	5
C[C@@H]1CN([C@H](C)CO)S(=O)(=O)c2ccc(-c3ccc(C(=O)N(C)C)cc3)cc2O[C@@H]1CN(C)C(=O)Cc1ccccn1
 : -7	-0.1	18	-0.2	-3	2	-4	-4
O=C(N/N=C/c1ccccn1)c1cc(Br)ccc1O
 : 15	0.0	-17	0.3	-4	4	1	-7
CCc1ccccc1NC(=O)c1ccc(S(=O)(=O)N2CCCC2)cc1
 : 2	0.1	-6	0.1	-3	5	-20	-1
CCCCCn1c(=NC(=O)c2cccnc2)c(C#N)cc2c(=O)n3cccc(C)c3nc21
 : .	-0.1	-8	-0.1	-13	1	8	.
Cc1ccc(S(=O)(=O)N2CCN(C(=O)COC(=O)c3ccc(Cl)nc3)CC2)c(C)c1
 : -4	0.3	-9	.	4	-13	1	1
OC(c1ccc(Cl)c(F)c1)c1ncc(-c2cccc(F)c2)[nH]1 (centres undefined)
 : 12	0.0	-4	0.1	-3	3	-3	6
CC1=NN(C(=O)c2csc(C)c2C)C(O)(C(F)(F)F)C1 (centres undefined)
 : .	0.0	-5	.	0	1	0	.
Cc1noc(C)c1NC(=O)Nc1ccc2c(c1)CC(=O)N([C@H](C)CO)C[C@@H](C)[C@H](CN(C)Cc1ccc(Cl)c(Cl)c1)O2
 : 2	-0.1	21	-7.6	-1	-1	-3	-9
Cc1ccc(S(=O)(=O)Nc2ccc3c(c2)C(=O)N([C@H](C)CO)C[C@@H](C)[C@@H](CN(C)S(=O)(=O)c2ccccc2)OCCCC[C@H](C)O3)cc1
 : 4	0.4	5	0.9	3	0	6	1
O=C(c1cnccn1)N1CC(=O)N2[C@@H](CO)[C@@H](c3ccc(C#CCc4ccccc4)cc3)[C@@H]2C1
 : .	0.0	-2	-0.7	0	0	8	.
CCOC(=O)C1CCN(S(=O)(=O)c2ccc3c(c2)CCN3C(C)=O)CC1
 : -2	0.0	8	.	2	-1	1	-14
NC(=O)CSc1nc(-c2ccccc2)nc2ccccc12
 : 5	0.2	-13	-0.4	3	4	4	0
CC(=O)Nc1ccc2c(c1)Cc1c-2cc(Br)c(N)c1Br
 : 24	-0.1	-11	6.6	0	3	-3	14
COc1ccc(CN2CCN(Cc3c[nH]c4ccccc34)CC2CCO)cc1C (centres undefined)
 : -4	0.0	-3	0.2	-4	1	-2	10

# The list continues:
# Values run as follows: esBAF inh	XiGFP reactiv	RAD52 inh	E-sel inducer	ERAP1 inh	ERp5 block	S100A4 inh HTS	RAD54 inh
O=C1CN(C(=O)c2ccc(F)cc2)c2ccccc2N1
 : -4	0.0	5	.	-2	3	-1	1
CCc1ccc(Nc2ncc3c(n2)CC(C)CC3=O)cc1 (centres undefined)
 : .	0.0	-8	4.3	-2	-2	0	.
COc1ccc(-c2cnc(C(O)c3ccc(-c4ccccc4)cc3)[nH]2)cc1 (centres undefined)
 : -3	0.1	-13	1.1	-3	-5	-2	-12
Oc1ccc(C2CNCc3sccc32)cc1O (centres undefined)
 : -4	-0.1	0	0.2	1	2	0	3
CCS(=O)(=O)Nc1ccc2c(c1)C(=O)N(C)C[C@H](OC)[C@H](C)CN[C@H](C)CO2
 : -7	-0.1	-19	-0.1	0	3	2	-5
C[C@H]1CN([C@@H](C)CO)C(=O)c2cccc(NS(=O)(=O)c3cn(C)cn3)c2O[C@@H]1CN(C)Cc1ccc(-c2ccccc2)cc1
 : 3	0.4	-4	-0.2	2	-3	3	-14
Cc1cccc(NC(=O)COc2cccc3c2CCN(C)C3=O)c1C
 : .	0.0	-23	.	4	1	-1	.
CCN(CC)CCSC(=O)C(c1ccccc1)c1ccccc1
 : -1	-0.3	1	0.1	2	-8	-2	-2
CC1(c2nnc(Cc3ccccc3)o2)CC(c2cccnc2)=NO1 (centres undefined)
 : -2	0.0	-20	-0.1	4	-9	8	7
C#CCOCCOCCOCCNc1nc(N2CCN(C(=O)[C@H]([C@@H](C)CC)n3cc(CCCCN)nn3)CC2)nc(N2CCN(C(=O)[C@H](C)n3cc(CCCN=C(N)N)nn3)CC2)n1
 : -1	-0.1	40	-0.1	-5	2	2	-27
COc1cccc(-n2c(=O)c3ccccc3n3c(=S)[nH]nc23)c1
 : 2	0.1	3	.	-1	1	2	2
O=C(C[C@H]1C/C=C\CC[C@H](Cc2ccc(F)cc2)C(=O)OCCNC1=O)NCCO
 : -6	0.6	-3	0.0	-2	1	3	-5
CCN1C(=O)C(O)(CC(=O)c2cccc(-n3cccc3)c2)c2ccccc21 (centres undefined)
 : 11	0.2	-17	.	2	2	0	0
CCN(C(=O)CN1C(=O)S/C(=C\c2ccccc2Cl)C1=O)C1CCS(=O)(=O)C1 (centres undefined)
 : 18	0.1	-14	0.1	14	-7	2	-5
Cc1cc(C)c2nc(N3CCC(C(=O)NCc4ccccn4)CC3)sc2c1
 : .	0.4	-12	2.6	0	0	-17	-8
O=C(NC1CC(=O)N(c2ccc3c(c2)OCCO3)C1)N1CCCCC1 (centres undefined)
 : .	0.0	-1	-0.3	-1	7	4	-10
O=C(CCNC(=O)C1CCN(S(=O)(=O)c2ccccc2)CC1)NCCc1ccc(Cl)cc1
 : -5	0.1	-4	.	0	6	-6	-8
CC(C)c1cccc(C(C)C)c1NC(=O)CN(C)C1CCS(=O)(=O)C1 (centres undefined)
 : -2	0.0	21	-0.7	3	-2	-7	-2
CCC(=O)N1CC2(C1)CN(CC1CCCCC1)[C@H](CO)c1c2c2ccc(OC)cc2n1C
 : .	-0.1	-116	0.1	0	7	3	.
CN(C)S(=O)(=O)c1ccc(C(=O)OCC2CC2(Cl)Cl)cc1 (centres undefined)
 : -13	-0.1	-9	-0.2	-3	1	-2	2
O=C(COC(=O)c1cc(=O)[nH]c(=O)[nH]1)Nc1cccc(S(=O)(=O)N2CCCCC2)c1
 : .	?	-11	1.4	-1	-8	-5	2
CCOc1ccc(C(=O)COC(=O)Cn2[nH]c(=O)c3ccccc3c2=O)cc1
 : 1	0.1	-19	-0.2	3	-10	-2	7
Oc1ccc(Cl)cc1CNCc1ccc(F)cc1
 : 8	-0.7	-10	0.1	-7	6	-1	-2
COc1ccc(S(=O)(=O)N(C)C[C@H]2Oc3c(NC(=O)c4cnccn4)cccc3C(=O)N([C@H](C)CO)C[C@H]2C)cc1
 : 0	0.0	-7	-0.3	1	-2	20	-3
COc1cccc(C(=O)Nc2ccccc2F)c1
 : 34	0.0	-9	-5.5	-2	-1	-2	5
CC(C)(C)CC(=O)Nc1ccc(S(=O)(=O)N2CCCC2)cc1
 : 0	0.2	2	-0.1	-1	5	-6	10
COc1ccc(Cl)cc1CN1CCOCC1
 : -2	0.0	-4	0.8	2	2	-2	-7
CCOC(=O)c1csc(N/N=C2\CCCc3ccccc32)n1
 : 20	0.0	4	0.2	0	1	-4	4
C[C@@H]1CN([C@H](C)CO)S(=O)(=O)c2ccc(-c3cccc(C#N)c3)cc2O[C@@H]1CN(C)Cc1cccc(F)c1
 : -8	0.4	9	0.1	2	1	-25	-2
COCCNC(=O)/C(C#N)=C/c1cn(CC(=O)NCc2ccco2)c2ccccc12
 : -5	0.0	-15	.	-1	-3	4	9

# Other structures:
# Values run as follows: esBAF inh	XiGFP reactiv	RAD52 inh	E-sel inducer	ERAP1 inh	ERp5 block	S100A4 inh HTS	RAD54 inh
O=C(NCC1(O)CCCCC1)C1CCC(=O)N(CCc2ccccc2)C1 (centres undefined)
 : 3	0.0	-8	16	-1	2	-2	-4
CC(C)NC(=O)N(C)C[C@H]1OCCCC[C@@H](C)Oc2ccc(NC(=O)c3ccccc3)cc2C(=O)N([C@@H](C)CO)C[C@H]1C
 : .	-1.0	0	0.0	1	3	-7	11
CCOC(=O)CN1C(=O)S/C(=C/c2ccc(OCc3ccc(C(=O)O)cc3)cc2)C1=O
 : -3	-0.1	9	0.1	-31	1	-3	-10
COc1ccc(-c2nc(CCNC(=O)c3ccco3)cs2)cc1OC
 : 12	0.0	-1	-0.6	6	-4	1	17
COc1ccccc1/C=N/NC(=O)c1cccc(NC(=O)c2ccccc2C)c1
 : -5	0.2	-18	16	-1	1	-11	6
C[C@@H]1CN([C@H](C)CO)C(=O)c2cccc(NC(=O)C3CC3)c2O[C@@H]1CN(C)Cc1ccccc1
 : 0	0.4	10	72*	1	-7	-12	0
O=C(C[C@H]1C=C[C@@H](NC(=O)NC2CCCCC2)[C@H](CO)O1)NCc1ccccc1
 : 0	-0.2	-14	-0.1	-1	0	10	0
CCOc1ccc(CCNC(=O)c2c(C)nn(-c3ccccc3)c2Cl)cc1OCC
 : -12	0.0	-9	1.2	8	0	2	-7
COCC#Cc1cnc2c(c1)C(=O)N([C@H](C)CO)C[C@H](C)[C@H](CN(C)C(=O)c1ccc(F)cc1)O2
 : 1	1.5	-6	-0.3	1	-2	-15	6
